# Bioassay records from PubChem BioAssay.
# Pemphigus Ab inh = inhibitors of pemphigus antibody binding to DSG3, primary screen, biochemical, bead-based, flow cytometry, scFv-GFP; DSG3-coupled beads, scFv-anti-DSG3-GFP binding; hits give low values; 310,000 tested, 0.48% active; Desmoglein-3 (Homo sapiens), P32926; binding (percent of control), % at 10 µM;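 active = binding more than 3 SD below its plate's average and above zero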;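 note: hits lower antibody fragment binding to DSG3; some compounds called inactive have numbers as strong as hits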
# NSD2 inh = NSD2 histone methyltransferase inhibitors, primary screen, biochemical, AlphaScreen, single concentration, set 2 | Histone-lysine N-methyltransferase NSD2 (Homo sapiens), O96028 | NSD2 peptide methylation, 120 min | inhibition, % at 12.5 µM | 310,000 tested, 0.54% active | AID 743445, 2014; in the data active = inhibition above about 50%
# CDK5 inh = inhibitors of human CDK5/p35 kinase, primary screen, biochemical, single concentration. Recombinant CDK5/p35, ADP-Glo luminescence, 60 min. inhibition, % at 10 µM. 330,000 tested, 0.01% active. Cyclin-dependent kinase 5 (Homo sapiens) + Cyclin-dependent kinase 5 activator 1 (Homo …;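 active = highest replicate inhibition of at least 50% and at least 75% of replicates reaching 50%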;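 note: plate controls were DMSO neutral control for no effect and GW8510 at 10 µM for full effect; many of its hits are not listed in these tables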
# dFosB act = activators of delta FosB homodimer, primary screen, biochemical, fluorescence polarization, TAMRA-CDK5 oligo, single point; Protein FosB (Mus musculus), P13346; purified delta FosB; percent of positive-control signal above neutral wells; activation, % at 25 µM; 340,000 tested, 0.99% active;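 active = mean activation above about 17%, with every replicate also reaching it, limit read from the data, passing the limit was not always enough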;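 note: fluorescence polarization rise as delta FosB binds a TAMRA Cdk5 AP-1 oligo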
# SR-BI HDL uptake = inhibitors of SR-BI mediated HDL lipid uptake, primary screen, ldlA[mSR-BI] cells, fluorescence, single point; 320,000 tested, 0.96% active; ldlA[mSR-BI] CHO cells, DiI-HDL uptake fluorescence, 3 h; AID 488896, 2010; inhibition, % at 12.5 µM;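 active = mean replicate inhibition of at least 70% and a set share of replicates each scoring 70 or more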;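 note: 0% = median of neutral control wells and 100% = median of positive control wells; values of inactives mirror those of a sister screen read the other way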
# SUMO Mot1 rescue = yeast Mot1-301 growth rescue at high temperature, primary screen, SUMOylation pathway inhibitor project, S. cerevisiae, ATP luminescence, 38.5C; S. cerevisiae Mot1-301 growth rescue; percent above DMSO median, 100 means doubled; growth rescue, % at 18.8 µM; 320,000 tested, 1% active;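 active = every valid replicate shows activation above 250% relative to neutral control wells; inactive = the rest, any valid replicate at or below 250%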;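 note: OY570 slx delta 5 strain wells were the positive control but not used for scaling; some compounds called inactive have numbers as strong as hits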
# PKA-R1A act = activators of PKA-R1A holoenzyme, primary screen, biochemical, fluorescence polarization, Cy5-IP20, bovine R1A, mouse PKAc | cAMP-dependent protein kinase type I-alpha regulatory subunit (Bos taurus) + … | AID 504707, 2011 | 340,000 tested, 0.083% active | activation, % at 11.4 µM | PKA-R1A dissociation; scaled: DMSO 0%, 113 µM cGMP 100%;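 active = percent activation above the mean of all tested compounds plus 3 SD, cut at about 19% in these data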;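 note: higher means more PKAc released from R1A so a rise in polarization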
# Arr AP2 block = inhibitors of beta-arrestin/AP2 binding, primary screen, biochemical, GPCR trafficking, flow cytometry | inhibition, % at 10 µM | AID 504490, 2011 | beta-arrestin 1 C-terminal peptide binding to AP2 beta2-adaptin appendage (human) | 340,000 tested, 0.31% active | FITC-arrestin peptide / GST-AP2 beads; AP2 beta2 appendage carries R879A mutation;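 active = inhibition above a set limit, near 3 SD of compounds lacking own fluorescence, cut at about 54% in these data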;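 note: plate controls were DMSO wells for no effect and 5 µM unlabelled arrestin peptide for full effect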
#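 System: GST-AP2 R879A glutathione beads; medium: PBS, Tween 20 0.05%, BSA 0.1%; reagent: fluorescein-tagged arrestin peptide at 50 nM final; schedule: pre-incubation 12 min, peptide binding 1 h, room temperature; detection: flow cytometry, FL1 (488/535 nm); read-out: inhibition as reduced fluorescein signal on beads, percent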
# PKA-R2B activ = activators of PKA-R2B holoenzyme, primary screen, biochemical, fluorescence polarization, Cy5-IP20, human; PKA-R2B holoenzyme dissociation; R2B truncated from residue 108, S112A mutant; 0% DMSO only, 100% 113 µM cGMP; activation, % at 11.4 µM; cAMP-dependent protein kinase catalytic subunit beta (Homo sapiens) + cAMP-dependent …; 340,000 tested, 0.079% active;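 active = activation above a cutoff set at the mean over all compounds plus 3 SD, cut at about 18% in these data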;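 note: higher means more holoenzyme dissociation and a rise in polarization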
# MITF TRPM1 HTS = activators of MITF-driven TRPM1 promoter reporter, primary screen, cell-based, SK-MEL-5, luciferase, single point. activation, % at 12.5 µM. AID 588334, 2011. SK-MEL-5 TRPM1-promoter luciferase, 24 h; % of positive control, neutral wells = 0. 300,000 tested, 0.75% active;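 active = mean activation of at least 80% with every replicate also reaching 80%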;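 note: 0% = neutral control wells and 100% = parthenolide positive control wells; values of inactives mirror those of a sister screen read the other way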
# SR-BI uptake up = activators of SR-BI mediated DiI-HDL uptake, primary screen, ldlA[mSR-BI] CHO cells, DiI fluorescence; activation, % at 12.5 µM; 3 h; 100 = double the neutral-control signal; AID 504775, 2011; 320,000 tested, 0.096% active;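 active = mean replicate activation of at least 60% and every replicate at or above 60%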;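 note: 0% = median plate neutral-control signal and 100% = twice that signal; values of inactives mirror those of a sister screen read the other way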
#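 Assay system: LDL receptor-deficient CHO ldlA cells overexpressing murine SR-BI / Medium: BSA-supplemented, HEPES-buffered Ham's F12, pH 7.4 / Probe or stimulus: DiI-labelled HDL at 10 µg/mL final / Timing: compound with DiI-HDL co-incubation, 3 h at 37 °C / Technique: bottom-read cell fluorescence after medium removal, ex 550/em 595 nm / Measure: HDL uptake via cellular fluorescence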
# Active calls of the source: *; nt = no result given.
SMILES,Pemphigus Ab inh,NSD2 inh,CDK5 inh,dFosB act,SR-BI HDL uptake,SUMO Mot1 rescue,PKA-R1A act,Arr AP2 block,PKA-R2B activ,MITF TRPM1 HTS,SR-BI uptake up
Cc1ccc(C(=O)CNc2nc3c(c(=O)[nH]c(=O)n3C)n2Cc2ccccc2)cc1,nt,-1,-0.3,-14,16,-4,-2,-9,4,2,-16
CCCNC(=O)CN(Cc1ccccc1F)S(=O)(=O)c1ccc(C)cc1,123,-4,0.0,-5,-39,-15,-5,-11,-3,-3,39
COCC1CCN(C(=O)CCc2nnc(C3(c4ccc(Cl)cc4)CCC3)o2)C1 (stereo not drawn),107,28,-4.2,-1,-25,-11,-2,-1,5,77,nt
CC(C)(C)N1CC(OC(N)=O)C1,94,-2,-2.2,7,-24,-25,2,4,2,4,24
Cc1ccc(Oc2nc(C(F)(F)F)nc3ccccc23)cc1,95,-2,-0.2,-2,33,-2,5,-1,5,1,-33
COc1cc(N=Nc2ccc(C)cc2S(N)(=O)=O)c(C)cc1N,98,38,-0.6,-2,48,nt,2,3,-5,3,-48
O=C(O)CCCNS(=O)(=O)Cc1ccccc1,96,4,2.3,-5,nt,4,6,-11,-6,1,nt
O=C(COC(=O)c1cccc(O)c1)NCc1ccc2c(c1)OCO2,88,0,-1.5,3,-4,14,-8,-5,-3,-5,4
COc1ccc(N(C(=O)CNC(=O)c2cccs2)C(C(=O)NC2CCCC2)c2cccnc2)cc1 (stereo not drawn),103,4,0.5,3,15,3,-9,-7,1,3,-15
CC(CN1CCOCC1)OC(=O)COc1ccc(F)cc1 (stereo not drawn),92,-1,-1.4,0,-6,-1,8,7,-1,-1,6
CCn1c(CSCc2ccc(F)cc2)nnc1SCC(=O)N1CCN(c2ccccc2)CC1,131,-2,-0.4,-6,56,12,3,-3,-6,-3,-56
N#C/C(C(=O)NCc1ccccc1)=C1\SC(CCO)C(=O)N1c1ccccc1 (stereo not drawn),110,-3,-0.1,-3,nt,-10,-7,3,-8,11,nt
CC(C)CC(C(=O)NC(C)(C)C)N(CC1CCCO1)C(=O)c1snc(C(N)=O)c1N (stereo not drawn),99,nt,1.8,-3,-9,282,-10,5,-5,13,9
CCc1ccc(/C=C2\SC(N3CCCC3)=NC2=O)cc1,nt,1,1.3,-25,24,-8,3,8,-14,38,-24
O=C(O)CN1C(=O)/C(=C\c2ccccc2OCc2ccc(Cl)cc2)SC1=S,91,25,-1.4,-12,-7,97,-11,7,-3,4,7
O=C(NCc1ccccn1)Nc1cccc([N+](=O)[O-])c1,104,2,0.0,-1,-3,-10,3,-2,8,15,3
Cc1ccc(NC(=S)N=Nc2c(O)n(C)c3ccc(S(=O)(=O)N4CCOCC4)cc23)cc1,91,3,-11,3,47,nt,-7,6,-11,-19,-47
COc1ccc(-c2c(C(=O)O)c(-c3ccccc3)cn2C)cc1,105,nt,-1.7,4,-19,28,-1,-13,-1,18,19
CC(=O)N(CCCN(C)C)Cc1ccccn1,100,30,0.7,-4,-17,0,-8,-3,2,-13,17
COc1ccc(/C=N/NC(=O)CNC(=O)/C=C/c2ccco2)cc1OC,104,-3,-0.2,-1,-1,329,-4,-7,1,-39,1
Cc1cc(C)c(NC(=O)c2ccc3c(c2)CCN3S(C)(=O)=O)c(C)c1,110,0,0.6,-6,41,-5,11,3,2,6,-41
Cc1ccc(S(=O)(=O)N(C)Cc2ccc(-c3nnco3)cc2)cc1,nt,0,1.5,-7,nt,549,-9,-7,4,3,nt
COc1ccc(-c2cc3cc(OC)c(OC)cc3cn2)cc1,99,nt,0.9,2,79*,284,-17,-2,-9,72,-79
Cc1cc(Br)cc(/C=N/NC(=O)c2ccc3c(c2)OCO3)c1O,102,-1,1.0,15,146*,189,-3,-10,9,nt,-146
Cn1c(=O)c2c(nc(SCC(=O)NCC3CCCO3)n2Cc2ccc(F)cc2)n(C)c1=O (stereo not drawn),94,-1,0.9,-9,-22,-5,-2,14,2,-9,22
SMILES,Pemphigus Ab inh,NSD2 inh,CDK5 inh,dFosB act,SR-BI HDL uptake,SUMO Mot1 rescue,PKA-R1A act,Arr AP2 block,PKA-R2B activ,MITF TRPM1 HTS,SR-BI uptake up
CC[C@@]12C(=O)N(c3cccc(C)c3)C(=O)N1[C@H](c1ccc(Br)cc1)[C@@H]1C(=O)N(C(C)(C)C)C(=O)[C@@H]12,94,nt,-0.2,-10,-32,9,-3,13,-3,-3,32
C=CCc1ccccc1OCC(O)CNC (stereo not drawn),100,-1,0.9,-12,-7,-8,-12,10,-8,nt,7
CCOC(=O)N1CCN(C(=O)CCC(=O)N2CCOc3ccc(C)cc32)CC1,99,1,-0.1,2,8,0,-1,2,-4,-5,-8
CCOC(=O)C1=C(C)NC(=O)NC1c1c(OCC(=O)N2CCCCC2)ccc2ccccc12 (stereo not drawn),100,nt,-0.4,-10,6,16,4,2,-5,-5,-6
CS(=O)(=O)N(CC(=O)NCc1ccco1)c1cccc([N+](=O)[O-])c1,99,2,0.5,-1,5,-2,-4,9,-10,7,-5
CCOc1ccc(N(C(=O)c2snc(C(N)=O)c2N)C(C(=O)NCC2CCCO2)c2ccc(C)o2)cc1 (stereo not drawn),nt,-4,0.1,-17,nt,nt,-6,-3,-8,-6,nt
CCOc1ccc2nc(NC(=O)c3ccco3)sc2c1,109,-3,6.0,-3,nt,-46,6,7,-3,5,nt
COc1ccc(-c2cc(C(=O)NCC3CCCO3)c3cc(C(C)C)ccc3n2)cc1 (stereo not drawn),109,-3,0.2,-10,14,99,-13,41,5,9,-14
CC(C)NC(=O)[C@@H]1C[C@@]1(C)[C@@H](NC(=O)OCc1ccccc1)c1ccccc1,100,nt,0.9,-13,-13,-9,10,5,-17,-12,13
N#CCCN1CCC(NC(=O)OCc2ccccc2)CCC1=O (stereo not drawn),103,nt,1.1,4,-12,-4,5,2,-5,11,12
Cc1cccc(NC(=S)N(CCN2CCOCC2)Cc2cc3cc4c(cc3[nH]c2=O)OCO4)c1,106,1,-2.3,-10,1,144,-1,5,-6,-10,-1
COc1ccc(C(=O)Cc2ccc(F)cc2)c(OC)c1,96,nt,-0.9,0,6,6,-6,12,-8,74,-6
CN(C)c1ccc2cc(S(=O)(=O)O)cc(O)c2c1,84,63*,-5.0,-20,-25,nt,-6,44,-3,8,25
C/C(=N\NC(=S)NCCc1ccccc1)c1cccs1,99,0,0.1,-10,10,14,-9,-5,-12,0,-10
CCS(=O)(=O)C1=NN2C(=N)/C(=C\c3ccc(OS(=O)(=O)c4ccccc4)cc3)C(=O)N=C2S1,102,17,-3.2,-9,-10,8,-9,14,1,-8,10
CC1(OC(=O)CCc2ccccc2)C(=O)C=C2C=C(c3ccc(C#N)cc3)N(CC3CC3)C=C2C1=O (stereo not drawn),104,nt,1.3,-8,0,589*,-5,8,2,-7,0
COc1ccccc1NC(=O)CSc1nnc(COc2ccc(Cl)cc2)n1Cc1ccco1,nt,-4,1.0,-3,27,87,-5,18,-7,7,nt
CCCOC(=O)c1c(NC(=O)C2C3C=CC(C3)C2C(=O)O)sc2c1CCC(C)C2 (stereo not drawn),105,10,-0.8,-7,-3,nt,-15,-15,-15,-4,3
COc1ccc(C(=O)NC2CCN(CC(=O)NC3CCCCC3)CC2)cc1,99,-2,0.6,-1,-2,-2,10,2,-8,4,2
CCCOc1ccc(N2C(=O)CC(NCc3cccnc3)C2=O)cc1 (stereo not drawn),144,-6,-1.2,-4,18,-2,6,12,0,-18,-18
COc1ccc(-c2cc(-c3cccs3)nc(OC)c2C#N)cc1OC,92,-2,-0.1,2,29,-1,-3,17,-5,13,-29
CCN1CCN(C(=O)c2c(-c3c(Cl)cccc3Cl)noc2C)CC1,nt,1,-0.3,-9,-7,51,5,15,3,-4,7
C[C@H](CO)N1C[C@H](C)[C@@H](CN(C)Cc2ccc(-c3ccccc3)cc2)Oc2c(NS(=O)(=O)c3cn(C)cn3)cccc2C1=O,88,nt,-0.7,-1,-27,7,-4,11,-8,5,27
Cc1nn(CC(=O)Nc2ccc(C(=O)N3CCCCC3)cc2)c(=O)c2ccccc12,103,1,0.5,-7,18,-2,0,0,2,-7,-18
Cc1cccc(-n2ncc3c2CCCC3NC(=O)CCN2CCCCO2)c1C (stereo not drawn),108,-3,0.4,0,-17,1,2,-6,-4,-7,17
Nc1nc(COc2ccc(Cl)cc2)cs1,96,-1,-0.5,-1,-1,41,3,41,-2,69,1
O=C(CSc1c[nH]c2ccccc12)N1CCOCC1,105,2,1.0,6,-13,-11,-8,-14,-6,-10,13
COCCCN(C(=O)C(C)Oc1ccc(Br)cc1)c1c(N)n(Cc2ccccc2)c(=O)[nH]c1=O (stereo not drawn),120,0,-0.8,-4,-11,-6,-3,10,-8,-2,11
CCCOc1ccc(-c2c(C(=O)N/N=C(\C)c3ccco3)nnn2-c2nonc2N)cc1,101,-1,-3.7,-2,50,-5,6,9,6,1,-50
Cc1ccc2nc(N/C(N)=N/S(=O)(=O)c3ccc([N+](=O)[O-])cc3)nc(C)c2c1,85,-1,-1.3,2,19,6,1,3,-3,1,-19

# This is a random part of the collection; 4.7% or so of the library scored in one or more.
